p53 reactivator: restores transcriptional activity of mutant p53 | H1299 p53-A138V BP100-luciferase reporter, luminescence, 24 h | Potency, µM (doses to about 92.2 µM), for inactives: at the highest dose activity change, positive = activation, actives largely listed as activators | actives 0.063% (n = 320,000); note: % of control where 0% means no effect; nearly all actives have a fitted effect of over 45% in size
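p53-null H1299 cells stably carrying temperature-sensitive p53-A138V and a BP100-luciferase reporter were pinned with compounds (4-point, 1:5 series) and held 24 hrs at 37 deg C. Luminescence was read 10 min after detection reagent.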
CXXC DNA block: blocks binding of human MLL CXXC domain to DNA; actives 0.037% (n = 290,000); Potency, µM (doses to about 115 µM), without a hit: at the highest dose activity change, negative = inhibition, most hits filed as inhibitors; Q03164; AID 2662; MLL-CXXC / FITC-HOXA9 DNA fluorescence polarization; active = well fitted inhibition curve with a large enough effect in the polarisation, with a control signal flat, not every such curve was filed as active; inconclusive = small, poorly fitted or top-dose-only effect, or effect the other way, or a change in a side signal; inactive = no such curve, though single readings can be large or run the other way; the % refers to the polarisation
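Steps: dispense CXXC domain solution (7 uM) → pin compounds or unlabeled HOX-A9 DNA control → 5 min ambient → add FLSN-HOX-A9 solution (50 nM) → spin → 30 min ambient → fluorescence polarization. Tris pH 7.5/NaCl/DTT/BSA buffer.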
Rab9 promoter act: activators of Rab9 promoter; Huh7 Rab9 promoter-luciferase reporter, luminescence, 24 h; Potency, µM (series often up to 9.22 µM), for inactives: top-dose activation, negative = inhibition, usual class: activators; actives 2.8% (n = 320,000); note: % of control where 0% means no effect; nearly all actives have a fitted effect of over 60% in size
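Cell-based reporter: Huh7 stable for Rab9 promoter-driven luciferase, plated in reduced-serum medium with 10% FBS at 1500 cells/well, compound-treated 24 h at 37 °C, luminescence read after 10 min reagent.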
ELG1 genotox: induces genotoxicity in HEK293T cells with luciferase-tagged ELG1; actives 1.3% (n = 330,000); HEK293T ELG1-luciferase reporter, luminescence, 16 h; AID 504466; Potency, µM (doses to about 46 µM), for inactives: at the highest dose activity change, positive = activation, hits mostly activators; note: % of control where 0% means no effect; nearly all actives have a fitted effect of over 60% in size
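Genotoxicity was scored as increased ELG1-luciferase reporter signal, measured by ONE-Glo luminescence (30 min, room temperature). Compound or vehicle exposure of the HEK293T reporter cells lasted 16 hr at 37°C.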
MBNL1 CUG block: blocks human MBNL1 binding to CUG repeat RNA. actives 0.036% (n = 280,000). Q9NR56. AID 2675. Potency, µM (titrated, usually from 57.5 µM), without a hit: top-dose activity change, negative = inhibition, most hits filed as inhibitors. TR-FRET MBNL1-His/biotin-(CUG)12 binding, 665/545 ratio; active = well fitted inhibition curve with a large enough effect in the signal ratio, with a control signal flat, not every such curve was filed as active; inconclusive = small, poorly fitted or top-dose-only effect, or effect the other way, or a change in a side signal; inactive = no such curve, though single readings can be large or run the other way; the % refers to the signal ratio; note: % is set by controls: 0 for no effect and ±100 for the full control effect
Target sequence (Q9NR56 whole entry, looked up): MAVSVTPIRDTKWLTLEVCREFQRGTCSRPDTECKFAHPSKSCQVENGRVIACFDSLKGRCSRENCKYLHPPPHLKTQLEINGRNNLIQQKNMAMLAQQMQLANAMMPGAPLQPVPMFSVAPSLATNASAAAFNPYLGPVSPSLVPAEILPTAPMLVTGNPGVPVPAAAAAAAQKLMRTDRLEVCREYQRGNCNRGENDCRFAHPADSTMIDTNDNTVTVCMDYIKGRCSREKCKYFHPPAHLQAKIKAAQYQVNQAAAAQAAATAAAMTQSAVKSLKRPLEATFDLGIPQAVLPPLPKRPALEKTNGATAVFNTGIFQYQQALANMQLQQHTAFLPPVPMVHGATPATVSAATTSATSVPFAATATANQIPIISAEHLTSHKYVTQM
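TR-FRET readout: Ex 340 nm, 665/545 nm emission ratio, normalized to buffer-only (basal) and MBNL1-(CUG)12 controls. Complex of MBNL1-His with Biotin-(CUG)12, compounds 92 nM–58 uM, incubated 60 min at room temperature.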
FLuc modulator: firefly luciferase modulation, counter-screen for miR-21 project | actives 6.9% (n = 360,000) | purified FLuc, Km substrates, luminescence inhibition | Potency, µM (top dose mostly 57.5 µM), for inactives: top-dose activity change, negative = inhibition, usual class: inhibitors | P08659 | AID 588342;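 note: plate controls were vehicle for no effect and reference inhibitor for full effect; nearly all actives have a fitted effect of over 55% in size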
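Biochemical qHTS of compounds, final roughly 60 µM downward over six points, against 10 nM purified firefly luciferase using Km concentrations of substrates (10 uM D-luciferin, 10 uM ATP) in Tris acetate pH 7.5 buffer; luminescence output.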
Gal4-VP16 FLuc: inhibits Gal4-VP16 luciferase reporter, ROR gamma counter-screen | Drosophila S2 Gal4-VP16 UAS-luciferase, luminescence, 20 h | Potency, µM (titrated, usually from 53.6 µM), for inactives: at the highest dose activity, negative = inhibition, hits mostly inhibitors | actives 3.5% (n = 310,000) | AID 2546;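 note: Gal4-VP16 expression switched on by copper sulfate through the metallothionein promoter; % is set by controls: 0 for no effect and ±100 for the full control effect; nearly all actives have a fitted effect of over 50% in size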
RORgamma inh: blocks mouse ROR gamma transcriptional activity; P51450; Drosophila S2 Gal4-RORgamma UAS-luciferase reporter, 20 h; Potency, µM (doses to about 53.6 µM), inactives show at the highest dose activity change, negative = inhibition, most hits filed as inhibitors; actives 5.4% (n = 310,000); AID 2551; note: % is set by controls: 0 for no effect and ±100 for the full control effect; nearly all actives have a fitted effect of over 60% in size
Target sequence (P51450 whole entry, looked up, the tested form may be a part): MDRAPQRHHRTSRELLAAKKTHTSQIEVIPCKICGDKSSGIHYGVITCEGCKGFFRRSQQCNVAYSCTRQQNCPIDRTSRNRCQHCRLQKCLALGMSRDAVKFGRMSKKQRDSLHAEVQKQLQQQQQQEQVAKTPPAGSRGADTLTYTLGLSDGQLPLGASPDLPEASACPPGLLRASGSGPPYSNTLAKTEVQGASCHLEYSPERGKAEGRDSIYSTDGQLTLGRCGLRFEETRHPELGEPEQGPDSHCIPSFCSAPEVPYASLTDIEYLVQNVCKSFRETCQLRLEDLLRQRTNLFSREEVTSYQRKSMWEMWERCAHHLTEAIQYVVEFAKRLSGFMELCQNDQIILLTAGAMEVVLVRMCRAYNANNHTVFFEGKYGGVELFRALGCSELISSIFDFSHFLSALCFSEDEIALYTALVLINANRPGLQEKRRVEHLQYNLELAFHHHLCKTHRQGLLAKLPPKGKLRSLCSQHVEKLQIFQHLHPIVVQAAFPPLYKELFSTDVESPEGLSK
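Stably transfected Drosophila Schneider cells are the test system, with ROR gamma fused to Gal4 and luciferase under UAS control; luminescence is read after 20 hr of 700 uM copper sulfate induction at ambient temperature.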
NPC1 prom act: NPC1 promoter activation | Huh7 NPC1 promoter luciferase reporter, 24 h | Potency, µM (doses to about 9.22 µM), for inactives: top-dose activation, most hits filed as activators | actives 2.4% (n = 320,000);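 note: % of control where 0% means no effect; nearly all actives have a fitted effect of over 60% in size; reporter is driven by a mutant NPC1 promoter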
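Luciferase expression driven by the NPC1 promoter was measured in stably transfected Huh7 cells after a 24 h compound incubation, using a luciferase reagent and a luminescence read.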
uPA surface inh: cell surface uPA generation inhibition; Potency, µM (doses to about 38.3 µM), inactives show at the top dose activity change, negative = inhibition, hits mostly inhibitors; actives 0.31% (n = 330,000); AID 540303; cell surface uPA generation assay, qHTS; active = well fitted inhibition curve with a large enough effect; inconclusive = small, poorly fitted or top-dose-only effect; inactive = no such curve, though single readings can be large or run the other way; tested in mouse RAW 264.7 cells; note: % is set by controls: 0 for no effect and ±100 for the full control effect; nearly all actives have a fitted effect of over 55% in size
BRCA1 expr up: activators of BRCA1 expression | MCF7-BRCA1-FFLuc reporter, luminescence, 48 h; response scale: scaled: vehicle 0%, 10 µM genistein 100% | Potency, µM (top dose mostly 46.1 µM), for inactives: at the highest dose activation, hits mostly activators | actives 1.1% (n = 380,000); note: nearly all actives have a fitted effect of over 80% in size; some results filed as inactive show a strong effect at the top dose
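First, MCF7-BRCA1-FFLuc cells (2000/well) attach for 2 h; next, compounds are pin-added and incubated 48 h at 37 °C; finally, luciferase reagent is added and luminescence read after 15 min.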
The depositor's hits bear a star; ? = inconclusive; · = no result given; [ ] = dose if it differs, or a comment. Unless noted, calls come from the whole dose curve; as a rule, active = well fitted curve in the direction sought with a large enough effect; inconclusive = small, poorly fitted or top-dose-only effect, or another doubt; inactive = no such curve, though single readings can be large; an effect the other way counts as inactive or inconclusive. Potency is the fitted concentration of half-maximal effect.

SMILES	p53 reactivator	CXXC DNA block	Rab9 promoter act	ELG1 genotox	MBNL1 CUG block	FLuc modulator	Gal4-VP16 FLuc	RORgamma inh	NPC1 prom act	uPA surface inh	BRCA1 expr up
CNc1nc(C)nc(N/N=C/c2ccccc2)n1	11%	5%	17%	?	-11%	-6%	24%	3%	8%	-10%	35%
O=S(=O)(Cc1ccccc1)Oc1ccccc1	3%	?	-1%	1%	-2%	-9%	-3%	16%	-1%	-2%	-2%
COC(=O)[C@@]12CCCN1[C@H](c1ccc(-c3cccc(Cl)c3)cc1)[C@H]1C(=O)N(C)C(=O)[C@H]12	-18%	·	5%	-1%	·	2%	·	·	1%	-19%	-33%
CCCn1c(SCC(=O)NC2CCCC2)nnc1-c1cccnc1	1%	-2%	0%	0%	-12%	0%	-1%	-27%	0%	-5%	-4%
CCCNC(=O)Cn1cnc2sc(C(=O)Nc3ccc4c(c3)OCO4)c(C)c2c1=O	-1%	14%	?	?	24%	3%	-4%	1%	28%	·	10%
Cc1ccccc1C1CC(=O)Oc2cc(O)ccc21 (stereo not given)	0%	·	·	-1%	·	·	2%[96.6 µM]	5%[96.6 µM]	·	4%	10%
Cc1ccc(OCCOC(=O)c2nc3nccc(C)n3n2)cc1	3%	6%	15%	5%	-5%	1%	-9%	16%	26%	2%	-11%
CC1(C)Cc2noc(N)c2C(C)(C)N1O	4%	1%	2%	1%	7%	-1%	-3%	-38%	8%	-2%	18%
Cc1cc(C)n2nc(/C(C#N)=C/c3ccccc3)c(C#N)c2n1	?	-8%	22%	8%	6%	?	6%	21%	16%	3%	25%
COc1ccc(Cc2nc(-c3cccs3)no2)cc1OC	5%	1%	-6%	-2%	13%	?	1%	?	1%	-10%	0%
CCOc1ccccc1OCCC(=O)OCC(=O)c1ccc[nH]1	7%	0%	0%	-5%	·	2%	-1%	-23%	-2%	19%	-5%
CN1C(=O)C(C)(C)c2cc(S(=O)(=O)N3CCCC(C(=O)NCc4ccccc4Cl)C3)ccc21 (stereo not given)	·	-10%	-2%	-2%	-3%	-1%	7%	?	-6%	-7%	-12%
CCCCn1c(N)c(N(CCOC)C(=O)COc2ccc(C(C)=O)cc2)c(=O)[nH]c1=O	6%	·	1%	8%	·	1%	·	·	-4%	9%	-6%
O=C(O)/C=C/C(=O)Nc1ccc(SC(F)(F)C(F)(F)C(F)(F)F)cc1	2%	?	11%	-5%	-6%	?	3%	1%	-9%	-24%	0%
O=C(CCCc1nc2ccccc2s1)N1CCN(c2ccccc2)CC1	5%	8%	-3%	-1%	4%	?	4µM*	0%	2%	1%	-4%
COc1ccccc1[C@H]1C(c2cccc(C)c2)=NN(c2ccccc2)[C@@H]1CO	7%	·	·	-1%	·	·	-5%	29%	·	?	-50%
CSc1nc(Oc2ccc(Cl)cc2)c2sccc2n1	-1%	-1%	-6%	0%	2%	2%	4%	28%	1%	-12%	-15%
CSc1cccc(NC(=O)CC2Oc3ccccc3NC2=O)c1 (stereo not given)	3%	2%	0%	-2%	-10%	2%	24%	-14%	-1%	2%	-27%
COc1ccc(-c2[nH]nc3c2C(c2ccc(OC(=O)N4CCOCC4)cc2)C(C#N)=C(N)O3)cc1 (stereo not given)	-2%	22%	-1%	-2%	?	7%	-14%	16%	1%	7%	4%
Brc1cc2c(cc1C1Nc3ccccc3C3C=CCC31)OCO2 (stereo not given)	7%	9%	-2%	1%	·	-1%	0%	-7%	-5%	4%	-65%

Look-ups from the results shown:
Value for Cc1ccc(OCCOC(=O)c2nc3nccc(C)n3n2)cc1 under Rab9 promoter act: 15%
Value for CCCn1c(SCC(=O)NC2CCCC2)nnc1-c1cccnc1 under FLuc modulator: 0%

Next section:
SMILES	p53 reactivator	CXXC DNA block	Rab9 promoter act	ELG1 genotox	MBNL1 CUG block	FLuc modulator	Gal4-VP16 FLuc	RORgamma inh	NPC1 prom act	uPA surface inh	BRCA1 expr up
Cc1ccccc1NN1C(=O)C=CC1=O	5%	0%	-1%	-2%	-17%	-1%	9%	-12%	0%	1%	8%
Fc1ccc(NC(=S)Nc2ccc(Cl)cc2Cl)cc1	11%	-3%	21%	5%	-8%	?	7%	?	-2%	1%	28%
COc1cccc(C2=CC(=O)C[C@H](c3ccc(F)cc3)C2)c1OC	19%	·	-10%	-1%	·	-10%	·	·	-8%	-18%	?
O=C(CSc1nc2c(c(=O)n1-c1ccc(F)cc1)SCC2)N1CCCC1	2%	2%	8%	0%	16%	0%	7%	3%	0%	3%	-29%
COC(=O)C1=C(C(=O)OC)[C@@H]2N(C)c3ccccc3[C@@]23C[C@@H](C(=O)OC)N(C(=O)c2cccs2)C3=N1	2%	63%[activator]	-9%	-9%	1%	0%	-11%	19%	-4%	-7%	3%
COc1ccccc1C(=O)N/N=C1/NC(=O)CC(C(=O)Nc2ccccc2)S1 (stereo not given)	-2%	-21%	0%	1%	-3%	-1%	4%	-11%	1%	16%	-16%
O=C1CCCc2c1cc(-c1ccccc1)n2-c1ccccc1	-27%	3%	-2%	5%	2%	2%	?	-25%	-9%	·	-55%
Cc1c(NC(=S)NC(=O)c2cccc3ccccc23)cccc1C(=O)O	2%	1%	-4%	6%	17%	-14%	11%	17%	1%	24%	5%
Cc1ccc(/C=C/C(=O)OCC(=O)Nc2ccccc2Sc2ccccc2)cc1	16%	7%	-2%	4%	7%	-1%	-4%	?	5%	14%	1%
Cc1oc(-c2ccccc2F)nc1CS(=O)(=O)CC(=O)N1CCN(Cc2ccccc2)CC1	2%	4%	-2%	-5%	-1%	8%	1%	4%	-4%	5%	-9%
CC(=O)Nc1cccc(Nc2nc(-c3ccccc3)nc3ccccc23)c1	1%	10%	-2%	-19%	3%	?	-4%	28%	0%	-7%	-52%
CCOC(=O)Cn1nc(C)c(NC(=O)COc2ccc(F)cc2F)c1C	-6%	-6%	-1%	-3%	-8%	-1%	-6%	-13%	2%	·	·
Cc1ccn2cc(-c3cccc(NC(=O)c4cccs4)c3)nc2c1	?	2%	?	-1%	·	2.4µM*	?	-27%	19%	-2%	89%
O=C1CN(C(=O)COc2c(Cl)cccc2Cl)c2ccccc2N1	-5%	·	2%	0%	·	2%	·	·	-3%	-5%	-31%
Clc1ccc(CN2C3=NCCCN3c3ccccc32)cc1	-7%	5%	9%	-5%	-3%	1%	-25%	-1%	6%	-1%	-37%
COc1cc(C(=O)NCC(c2ccco2)N2CCCC2)ccc1OCc1c(C)noc1C (stereo not given)	-17%	-6%	-4%	20%	-1%	-1%	·	19%[0.365 µM]	-4%	-1%	-40%
COc1ccc(/C(C)=N/NC(=O)CNC(=O)c2ccco2)c(OC)c1	-37%[inhibitor]	-1%	6%	0%	-4%	-3%	-3%	-24%	1%	3%	-4%
CCOc1ccc(-c2csc(NC(=O)C3CCCO3)n2)cc1 (stereo not given)	10%	5%	11%	?	?	15µM*	-7%[0.365 µM]	5%	18%	·	46%
CCOc1ccc(S(=O)(=O)N/N=C\c2ccc3c(c2)OCO3)cc1	6%	-2%	7%	0%	9%	1%	0%	17%	-9%	5%	-19%
CN(CC(=O)Nc1ccc(F)cc1)C(=O)CCc1nc2sc3c(c2c(=O)[nH]1)CCCC3	3%	·	-3%	11%	·	5%	·	·	-2%	1%	-6%
CN(c1ccc(OCC(=O)OCC(=O)Nc2ccccc2F)cc1)S(=O)(=O)c1cccs1	-7%	7%	-5%	3%	-10%	3%	-14%	4%	-2%	1%	-6%
NS(=O)(=O)c1ccc(CCNC(=O)c2ccccc2Cc2ccccc2)cc1	-5%	-4%	-2%	-14%	1%	-7%	14%	37%	-2%	5%	-18%
O=C(Nc1ccccc1Oc1ccsc1C(=O)O)c1ccccc1	0%	15%	0%	-3%	0%	-1%	2%	-1%	-3%	-1%	-19%
O=C(c1cccc(F)c1)N1CCC(c2nc3ccccc3s2)CC1	2%	3%	0%	-4%	-4%	-10%	2%	2%	1%	-2%	-15%
CCOC(=O)c1[nH]c(CO)c(C(=O)OCC)c1C	4%	9%	0%	5%	-6%	-1%	-19%	34%	-7%	-2%	-12%
COc1ccccc1NC(=O)N1CCN(c2ccnc3cc(Cl)ccc23)CC1	-7%	-9%	-3%	-9%	3%	-5%	-21%	-10%	0%	3%	-21%
CN(CCO)c1ccc(C(C(=O)c2ccccc2)c2ccc(N(C)CCO)cc2)cc1	24%	·	1%	0%	·	?	·	·	-2%	-1%	14%
COc1ccccc1/C=C1\SC(=S)N(CCC(=O)N2CCCCC2CCO)C1=O (stereo not given)	?	1%	-8%	-1%	?	?	-1%	?	-3%	-5%	-34%

Screening data (PubChem BioAssay)

The list is partial, so the mix of outcomes need not match the whole.
